From PubChem BioAssay
LDHA block: blocks human lactate dehydrogenase A; P00338; purified LDHA, NADH/diaphorase-resazurin fluorescence; stronger effect = lower value; activity change, % (values are at about 110 or 230 µM); hit rate 0.15% among 480,000; AID 1347041; in the data active = activity change below about -30%; inconclusive = mostly about -25% to -30%;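 note: plate controls were DMSO wells for no effect and wells without enzyme for full effect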
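Enzyme activity of human lactate dehydrogenase 5 (2 nM; 0.06 mM NADH, 0.2 mM pyruvate, 5 min, RT) is measured via a resazurin/diaphorase fluorescence readout of residual NADH.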
The depositor's hits bear a star; u = inconclusive.

SMILES	LDHA block
COc1ccc(CNC(=O)C2=C(c3ccccc3)c3cc(Cl)ccc3S(=O)(=O)N2C)cc1	-2
CCC(=O)c1ccc(OC(=O)c2nn(C(C)C)c(=O)c3ccccc23)cc1	1
O=C(Cc1ccc(F)cc1)OCc1cc(-c2ccccc2)no1	8
CCCc1ccc(-c2ccc(C3CCC(CC)CC3)cc2)nc1 (centres undefined)	-3
COc1ccc(CCc2nc3ccccc3n2C(CCc2ccccc2)c2nc3ccccc3[nH]2)cc1 (centres undefined)	0
Nc1nc(N2CCOCC2)nc2c1C(C(=O)Nc1ccc(Cl)c(Cl)c1)CC(=O)N2 (centres undefined)	19
c1ccc2nc(SCc3ccc4c(c3)OCCO4)ccc2c1	12
CSCCC(NC(=O)c1ccccc1Cl)C(=O)Nc1cc(C)cc(C)c1 (centres undefined)	-10
NC(=O)C1CCN(C(=O)CCNc2ncnc3nc[nH]c23)CC1	-4
COc1ccc(NC(=O)/C=C/c2ccc(C(C)(C)C)cc2)cc1Cl	4
CC(Sc1nc(-c2ccccc2)c(-c2ccccc2)o1)C(=O)N1CCCC1 (centres undefined)	1
CN(CC(=O)Nc1ccc(F)c(F)c1)S(=O)(=O)Cc1ccccc1C#N	3
CNC(=O)C[C@@H]1CC[C@@H]2[C@H](COC[C@H](O)CN2S(=O)(=O)c2ccccc2Cl)O1	-4
O=C(NCc1ccccc1)C(c1ccccc1F)n1c(=O)c(-c2cc3ccccc3[nH]2)nc2ccccc21 (centres undefined)	2
NC(=O)COC(=O)c1cc(-c2ccccc2)nc2ccccc12	-2
CSc1ncccc1C(=O)N(Cc1nnc(-c2ccccc2Cl)o1)C(C)C	-7
O=C(NCC1CCN(C2CCCC2)C1)Nc1ccccc1 (centres undefined)	17
O=C(Nc1ccnn1Cc1ccccc1)c1cc(=O)c2cc(Cl)ccc2o1	1
Cc1cccc(OCCN(C)C(=O)COc2ccc3c(C)cc(=O)oc3c2)c1	15
O=C(O)/C=C/c1ccc(Br)c(Cl)c1	-2
C=CCOc1ccc(CNCC2CC2)cc1	4
Cc1ccc(CSc2nc3c(=O)n(C)c(=O)n(C)c3n2C)cc1	2
Cc1oc(-c2ccccc2)nc1CC(=O)NC1CC1	0
COC(=O)C[C@@H]1C=C[C@@H](NS(=O)(=O)c2ccccc2OC)[C@@H](CO)O1	-5
CC(=O)N1CCC(NC(=O)Cn2c(C)cc3ccccc32)CC1	1

Other compounds.
SMILES	LDHA block
N#Cc1cccc(/C=C/C(=O)c2ccsc2)c1	9
O=C(NCc1ccc(O)cc1)c1cnc2ccccc2n1	1
O=c1c2ccccc2nc2sc(NCc3ccc([S+](=O)([O-])c4ccccc4)cc3)nn12	3
C=CCn1c(SCc2ccccc2Cl)nc2c1c(=O)n(C)c(=O)n2C	-1
O=C(NC1CC1)c1ccc(CN(C2CC2)S(=O)(=O)c2ccc3c(c2)CCCC3)cc1	-2
CCOc1ccccc1Nc1nc2ccccc2nc1NS(=O)(=O)c1ccc(C)cc1	-3
CCCNC(=O)C(C)NC(=O)c1ccc2ccccc2n1 (centres undefined)	4
CCn1c(CCC(N)=O)nnc1SC(C)C(=O)c1c[nH]c2ccccc12 (centres undefined)	-17
COC(=O)CCCC[C@@H]1O[C@H](CCc2ccccc2)CC2=C1C(=O)OC(C)(C)O2	3
CCCn1c(-n2nc(C)cc2C)nc2c1c(=O)n(CCN1CCCCC1)c(=O)n2C	1
Cc1ccc(S(=O)(=O)N2CCN(C(=O)NC(C)CCc3ccccc3)CC2)cc1 (centres undefined)	7
COc1ccc(CCNC(=O)Cc2c(C)nn(C)c2C)cc1OC	1
Cc1ccc2c(CC(=O)NC3CCCCCC3)coc2c1	11
COc1ccc2c(c1)O/C(=C\c1ccc(C(C)(C)C)cc1)C2=O	12
O=S(=O)(NCCc1ncc2ccccn12)c1ccc(Br)cc1	-3
CCOc1ccccc1OCc1nn2c(C(C)(C)C)nnc2s1	-1
CC(=O)c1cnn(-c2cc(Oc3ccc(C#N)cc3)nc(C)n2)c1C	-7
O=c1oc(-c2ccccc2)nn1CC(O)COc1ccc(F)cc1 (centres undefined)	-21
O=C(NCc1ccccn1)c1ccccc1Nc1ccccc1	-3
O=C(NCc1ccncc1)[C@@H]1CCCN1C(=O)[C@@H]1CCCN1C(=O)c1ccccc1Cl	4
CCC(=O)c1ccc(OCc2cccc(C#N)c2)cc1	6
CCOc1ccc(NC(=O)c2cnn(-c3ccc(C)cc3)c2-n2cccc2)cc1	0
COc1ccc(C(=O)Oc2ccc(C(C)C)cc2)cc1Cl	8
COc1ccc(-c2nnc(SCc3cc(-c4cccs4)on3)o2)cc1	-2
O=[N+]([O-])c1ccc(N2CCN(S(=O)(=O)c3ccc4ccccc4c3)CC2)c2ncccc12	-16

Compounds shown so far that contain a Cl atom:
SMILES	LDHA block
COc1ccc(CNC(=O)C2=C(c3ccccc3)c3cc(Cl)ccc3S(=O)(=O)N2C)cc1	-2
Nc1nc(N2CCOCC2)nc2c1C(C(=O)Nc1ccc(Cl)c(Cl)c1)CC(=O)N2 (centres undefined)	19
CSCCC(NC(=O)c1ccccc1Cl)C(=O)Nc1cc(C)cc(C)c1 (centres undefined)	-10
COc1ccc(NC(=O)/C=C/c2ccc(C(C)(C)C)cc2)cc1Cl	4
CNC(=O)C[C@@H]1CC[C@@H]2[C@H](COC[C@H](O)CN2S(=O)(=O)c2ccccc2Cl)O1	-4
CSc1ncccc1C(=O)N(Cc1nnc(-c2ccccc2Cl)o1)C(C)C	-7
O=C(Nc1ccnn1Cc1ccccc1)c1cc(=O)c2cc(Cl)ccc2o1	1
O=C(O)/C=C/c1ccc(Br)c(Cl)c1	-2
C=CCn1c(SCc2ccccc2Cl)nc2c1c(=O)n(C)c(=O)n2C	-1
O=C(NCc1ccncc1)[C@@H]1CCCN1C(=O)[C@@H]1CCCN1C(=O)c1ccccc1Cl	4
COc1ccc(C(=O)Oc2ccc(C(C)C)cc2)cc1Cl	8

A few values from the list.
For LDHA block, `N#Cc1cccc(/C=C/C(=O)c2ccsc2)c1` has 9
For LDHA block, `CC(=O)c1cnn(-c2cc(Oc3ccc(C#N)cc3)nc(C)n2)c1C` has -7
For LDHA block, `CCC(=O)c1ccc(OCc2cccc(C#N)c2)cc1` has 6
For LDHA block, `CCCn1c(-n2nc(C)cc2C)nc2c1c(=O)n(CCN1CCCCC1)c(=O)n2C` has 1
For LDHA block, `CCn1c(CCC(N)=O)nnc1SC(C)C(=O)c1c[nH]c2ccccc12` (centres undefined) has -17

Continuation:
SMILES	LDHA block
CCCCCC(C)NCc1sccc1C (centres undefined)	-6
O=C(NNC(=S)Nc1ccc(F)cc1)C(c1ccccc1)c1ccccc1	9
Cc1cc(C)cc(NC(=S)NCc2ccc(Cl)cc2)c1	1
Cn1c(=O)[nH]c(=O)c2c1nc(SCC(=O)c1ccccc1)n2CCCc1ccccc1	2
C=CCN(CC=C)Cc1c(C)[nH]c2c(C)cc(C)cc2c1=O	12
CCC(C)(C)NC(=O)/C=C/c1cccc(C#N)c1	0
Cc1oc(-c2ccc(OC(C)C)cc2)nc1Cn1nnc(C(=O)NCc2ccc(Cl)cc2)c1N	8
COc1ccc2c(C)c(CC(=O)NCc3ccc(F)cc3)c(=O)oc2c1OC	-4
Cc1ccc(C)c(NC(=O)c2cc3c(cc2C)OCCCO3)c1	-1
CC(c1ccc(F)cc1)N(C)Cc1nc2sccn2c1Br (centres undefined)	8
Cc1ccc(NC(=O)c2cc(=O)c3ccc(C)c(C)c3o2)cc1	-6
COc1ccccc1NC(=O)COc1cc(O)c2c(=O)cc(-c3ccccc3)oc2c1	-2
Cc1nc(SC(C)c2ccc(F)c(F)c2)sc1CC(N)=O (centres undefined)	-3
COc1cccc(C2c3c(ncn(CCCN4CCOCC4)c3=N)Oc3ccc4ccccc4c32)c1 (centres undefined)	4
CCn1cnc2c1c(=O)n(CC(=O)Nc1ccccc1N1CCCC1=O)c(=O)n2Cc1ccccc1	4
Cc1ccc(C)c(SC(C)C(=O)NC2CCCC2)c1 (centres undefined)	11
C=CCn1c(SCC(=O)Nc2ccccc2)nc2c1c(=O)n(C)c(=O)n2C	-7
C=CCn1c(N2CCN(Cc3ccc(Cl)cc3Cl)CC2)nc2c1c(=O)[nH]c(=O)n2C	0
COc1cc(C(=O)OCc2ccccc2F)cc(OC)c1Br	-4
CCCCC(=O)N(C)C(c1ccccc1)c1c[nH]c2ccccc12 (centres undefined)	1
CC(NC(=O)CSc1nnc(COc2ccc(Cl)cc2)n1C)c1cccc2ccccc12 (centres undefined)	-3
c1ccc(SC23CCCCN(CCC2)C32OCCO2)cc1 (centres undefined)	1
COC(=O)CCNC(=O)N1CCc2[nH]cnc2C1c1cccc(Cl)c1Cl (centres undefined)	6
Cc1cc(S(=O)(=O)NCC(C)O)c(C)cc1Cl (centres undefined)	1
Cc1cccc(C)c1NC(=O)C1C(c2ccc3c(c2)OCO3)=Nc2ccccc2N1C(=O)c1cccc2ccccc12 (centres undefined)	5

Arranged by formula weight (rising): some entries from above.
SMILES	LDHA block
CCCCCC(C)NCc1sccc1C (centres undefined)	-6
Cc1cc(S(=O)(=O)NCC(C)O)c(C)cc1Cl (centres undefined)	1
c1ccc(SC23CCCCN(CCC2)C32OCCO2)cc1 (centres undefined)	1
C=CCn1c(N2CCN(Cc3ccc(Cl)cc3Cl)CC2)nc2c1c(=O)[nH]c(=O)n2C	0

Next section.
SMILES	LDHA block
O=C(O)c1cc(F)c(Cl)cc1Cl	1
CC1(C(=O)Nc2cccc3cccnc23)Cc2ccccc2C(=O)O1 (centres undefined)	6
CC1CN(CCCOc2ccc(C#N)cc2)CCO1 (centres undefined)	7
CC(=O)c1c(C)n(-c2cccc3ccccc23)c2ccc(O)cc12	-11
CNC(=O)c1ccc(NC(=O)C2CCN(S(=O)(=O)c3ccc(C)cc3C)CC2)cc1	12
COC(=O)/C(=C\c1ccc(OC(=O)c2ccccc2)cc1)C(C)=O	-1
COc1ccccc1N1CN(CCCN(C)C)Cn2c1nc(C)c(C)c2=O	-5
COc1cccc(CNC23CC4CC(CC(C4)C2)C3)c1	7
Cc1cc(C)n2nc(SC(C)C(=O)Nc3c(Cl)cc(Cl)cc3Cl)nc2n1 (centres undefined)	21
O=C1NC[C@H](Cc2ccc(O)cc2)N(C[C@@H]2CCCN2C[C@H](Cc2ccc(O)cc2)N2C[C@H](Cc3ccccc3)N(CC3CCCCCC3)C(=O)C2=O)C1=O	-2
COc1ccc(/C=C/c2nn3c(-c4ccc5c(c4)OCO5)nnc3s2)cc1	5
CCn1c(SCc2nc(-c3ccccc3C)oc2C)nc2c(=O)[nH]cnc21	3
CN(CC(=O)NC1CCCCNC1=O)Cc1ccccc1Cl (centres undefined)	-1
CC(C)CC(NC(=O)C(c1ccccc1)c1ccccc1)c1ccccc1 (centres undefined)	-6
CCOC(=O)C1=C(c2ccccc2)NC(=S)NC1c1ccc(C)cc1 (centres undefined)	7
COc1cccc(C(=O)OCc2nc3ccccc3o2)c1	-2
O=C(Nc1ccccc1C(=O)N1CCCC1)C1CC(=O)N(c2ccccc2)C1 (centres undefined)	5
Cc1oc2cc(OC(=O)C3CC3)ccc2c(=O)c1-c1ccc(Cl)cc1	2
CCCCCNC(=O)c1cc(-c2ccc(OC)cc2)nc2ccccc12	-4
O=C1CC(c2ccc(Cl)cc2Cl)c2c(n3c(nc4ccccc43)[nH]c2=O)N1 (centres undefined)	-2
CO[C@H]1CN(C)C(=O)c2cc(NC(=O)C3CCCC3)ccc2OC[C@@H](C)NC[C@H]1C	-10
CCc1ccc(C2N3CC4(CC)CN2CC(CC)(C3)C4=O)cc1 (centres undefined)	7
Cc1cccc(Oc2cnn(-c3ccc(C(F)(F)F)cn3)c(=O)c2Cl)c1C	1
Cc1ccc(NC(=O)CN2c3cccc4cccc(c34)S2(=O)=O)c(S(=O)(=O)N2CCCCC2)c1	29
CN1CCN(c2ccc(NC(=O)c3cccc(S(=O)(=O)NCc4cccs4)c3)cc2)CC1	6

Other compounds:
SMILES	LDHA block
O=C(NCc1ccccc1CN1CCOCC1)c1nn(-c2ccc(F)cc2)c2c1CCC2	-8
CCCCc1ccc(Nc2nnc(SCC(=O)NC(C)C)s2)cc1	1
CCONC(=O)C(C)Sc1ccccc1 (centres undefined)	3
CN(C)CCNC(=O)CN1CCN(C(C(=O)O)c2c[nH]c3cc(OCc4ccccc4)ccc23)CC1 (centres undefined)	-1
COc1ccc(C(C)=O)cc1CO/N=C/c1ccc(OC(F)F)cc1	u
Cc1[nH]c2ccccc2c1C1c2ccccc2C(=O)N1CC(=O)N(C)C (centres undefined)	-7
Cc1cccc(NC(NC(=O)c2ccc(Cl)cc2)C(Cl)(Cl)Cl)c1 (centres undefined)	-20
O=C(CN1CCN(C2CCS(=O)(=O)C2)CC1)N1CC=C(c2ccccc2)CC1 (centres undefined)	1
Cc1cccn2cc(CN3CCN(S(=O)(=O)c4ccccc4)CC3)nc12	3
Cc1cccc(NC(=O)CCc2c[nH]c3ccccc23)c1C	11
CCCCN(Cc1ccccc1)c1ccc(NS(=O)(=O)c2ccccc2C)cc1C(=O)O	1
Cc1ccc(/C=N/NC(=O)c2ccccc2C)cc1	1
O=C(C1=C(c2ccccc2)S(=O)(=O)CCO1)N(Cc1ccccc1)c1ccccn1	11
CC(C)c1ccc(OCc2nnc(SCc3csc(-c4ccccc4Cl)n3)n2C)cc1	0
CC(=O)c1c[nH]c(C(=O)NC(C)c2ccccc2F)c1 (centres undefined)	4
O=C(CN1CCN(c2nc(-c3ccccn3)nc3scc(-c4ccccc4)c23)CC1)N1CCCC1	2
COc1ccc(/C(C)=C(\C#N)c2nc3ccccc3[nH]2)cc1	13
Cc1cc(C)n(-c2nc3c(c(=O)n(Cc4c(F)cccc4Cl)c(=O)n3C)n2C(C)C)n1	1
O=C(NNC(=S)Nc1ccc(F)cc1)Nc1ccccc1	4
O=C(CSc1nc2cc(Cl)ccc2s1)Nc1ccc(F)cc1	14
CN(C(=O)c1ccc(Cl)cc1)c1nc2ccccc2o1	0

By substructure, those above containing a tert-butyl group.
SMILES	LDHA block
COc1ccc(NC(=O)/C=C/c2ccc(C(C)(C)C)cc2)cc1Cl	4
COc1ccc2c(c1)O/C(=C\c1ccc(C(C)(C)C)cc1)C2=O	12
CCOc1ccccc1OCc1nn2c(C(C)(C)C)nnc2s1	-1

Only part of the results is shown; count on the stated rates, not on these rows.
